Screening results deposited in PubChem by Sanford-Burnham Center for Chemical Genomics.
SENP6 inh – SENP6 protease inhibition. 330,000 tested, 1.8% active. Recombinant SENP6 catalytic domain, aminoluciferin luminescence. inhibition, % at 10 µM. AID 2599. Q9GZR1;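 active = inhibition above about 50% at the single tested dose, limit read from the data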;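 note: plate controls were DMSO wells with enzyme for no effect and DMSO wells lacking enzyme for full effect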
Target sequence (Q9GZR1 628-1112 limits assumed): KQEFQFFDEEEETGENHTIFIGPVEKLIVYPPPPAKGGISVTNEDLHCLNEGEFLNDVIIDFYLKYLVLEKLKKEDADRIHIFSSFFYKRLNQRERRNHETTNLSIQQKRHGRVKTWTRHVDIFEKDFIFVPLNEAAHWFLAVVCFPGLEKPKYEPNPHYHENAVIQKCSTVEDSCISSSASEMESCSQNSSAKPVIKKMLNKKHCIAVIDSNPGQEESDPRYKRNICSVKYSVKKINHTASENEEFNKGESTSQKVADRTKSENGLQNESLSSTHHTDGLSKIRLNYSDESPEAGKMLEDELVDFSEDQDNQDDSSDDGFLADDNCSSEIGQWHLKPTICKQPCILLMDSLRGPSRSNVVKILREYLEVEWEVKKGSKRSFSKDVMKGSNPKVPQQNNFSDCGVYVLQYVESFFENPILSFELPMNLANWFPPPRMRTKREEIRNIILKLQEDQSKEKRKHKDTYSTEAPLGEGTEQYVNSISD
HKDC1 inhibitor – inhibitors of human hexokinase HKDC1 | recombinant HKDC1, G6PDH/diaphorase resazurin coupled fluorescence | inhibition, % at 20 µM | 340,000 tested, 0.16% active;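 active = inhibition above about 35% when tested at 20 µM, limit read from the data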;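 note: plate controls were DMSO wells with enzyme for no effect and DMSO wells lacking enzyme for full effect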
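test system = in-house recombinant HK5 (HKDC1) enzyme | amount = HKDC1 at 5 µg/mL | control set = DMSO-enzyme wells negative, buffer-substituted wells positive | compound = one dose of 20 µM, 1% DMSO | schedule = reaction time 90 min, room temperature, protected from light | technique = resorufin fluorescence at 613 nm | reagent = glucose with 1 mM ATP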
SENP8 block-1 – SENP8 protease inhibition | purified SENP8, Z-RLRGG-aminoluciferin cleavage, luminescence | inhibition, % at 10 µM | 330,000 tested, 1.2% active | AID 2540; in the data active = inhibition above about 50%
NLRP3 yeast inh – NALP3 inhibition in yeast. Yeast reconstituted NLRP3/ASC/caspase-1, beta-gal luminescence, 24 h. inhibition, % at 10 µM. 330,000 tested, 0.39% active;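 active = inhibition of 50% or more; inactive = inhibition below 50%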;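 note: plate controls were induced DMSO wells for no effect and uninduced yeast grown without galactose for full effect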
SENP7 inh – SENP7 protease inhibition. Q9BQF6. recombinant SENP7, Z-RLRGG-aminoluciferin luminescence, 40 min. inhibition, % at 5 µM. 330,000 tested, 1.5% active. AID 434973;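 active = inhibition above about 50% at the single test dose, limit read from the data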;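 note: plate controls were DMSO with enzyme for no effect and no enzyme buffer wells for full effect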
Target sequence (Q9BQF6 706-1050 limits assumed): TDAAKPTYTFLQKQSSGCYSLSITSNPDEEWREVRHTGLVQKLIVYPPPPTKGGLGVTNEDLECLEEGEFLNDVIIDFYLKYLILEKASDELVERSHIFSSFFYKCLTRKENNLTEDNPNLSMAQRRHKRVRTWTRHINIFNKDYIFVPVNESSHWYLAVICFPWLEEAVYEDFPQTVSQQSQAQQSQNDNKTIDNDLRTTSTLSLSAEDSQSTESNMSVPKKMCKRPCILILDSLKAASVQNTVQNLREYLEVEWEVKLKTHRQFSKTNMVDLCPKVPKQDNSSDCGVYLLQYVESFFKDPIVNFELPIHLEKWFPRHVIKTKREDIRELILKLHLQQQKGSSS
Apaf-1 inh – inhibitors of human Apaf-1 apoptosome. O14727. reconstituted apoptosome caspase-3 activity, DEVD-Rh110 fluorescence. inhibition, % at 20 µM. 330,000 tested, 0.71% active. AID 489030; active = inhibition of at least 40% at 20 µM;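 note: plate controls were DMSO wells for no effect and DEVD-CHO caspase inhibitor wells for full effect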
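Material: reconstituted apoptosome with Apaf-1, cytochrome c, caspase-9, procaspase-3, dATP. Technique: Rh110 fluorescence intensity. Buffer or medium: pH 7.5 Hepes buffer with CHAPS, BSA, DTT. Times: 30 min plus 50 min, RT.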
PfG6PD inh – PfG6PD (Plasmodium falciparum) enzyme inhibition | AID 504690 | 350,000 tested, 0.78% active | inhibition, % at 20 µM | PfGluPho enzyme, NADPH resazurin-diaphorase fluorescence;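 active = inhibition reaching at least a set limit at 20 µM in the primary screen, cut at about 59% in these data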;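 note: 0% = DMSO wells with substrate and 100% = DMSO wells lacking glucose-6-phosphate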
SENP8 block-2 – SENP8 (human) protease inhibition; recombinant SENP8, Nedd8 substrate fluorescence; inhibition, % at 20 µM; 360,000 tested, 0.64% active; AID 602440; in the data active = inhibition mostly above about 40%, no sharp cut-off; inactive = mostly below about 27%
SENP1 inh – SENP1 (human) catalytic domain inhibition; Q9P0U3; inhibition, % at 10 µM; recombinant SENP1 catalytic domain, CyPet-SUMO1-YPet FRET cleavage; 360,000 tested, 0.21% active; AID 624204;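 active = inhibition at least 30% at 10 µM, raw YFP signal under a set limit, fluorescence ratio 0.5 to 1.5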;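 note: 0% = enzyme with DMSO and 100% = no enzyme wells; some results filed as inactive read as strong as hits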
Target sequence (Q9P0U3 419-644 limits assumed): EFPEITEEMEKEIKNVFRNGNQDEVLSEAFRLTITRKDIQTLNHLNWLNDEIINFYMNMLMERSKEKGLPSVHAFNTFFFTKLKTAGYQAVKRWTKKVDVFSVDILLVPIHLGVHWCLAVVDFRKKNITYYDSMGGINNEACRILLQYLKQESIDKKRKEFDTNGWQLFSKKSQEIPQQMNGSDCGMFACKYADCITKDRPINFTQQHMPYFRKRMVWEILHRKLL
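system = hSENP1 catalytic domain, recombinant | reagent = SFCypet-SUMO1-SFYpet substrate at 25 nM | doses = one dose per compound, 10 µM, 0.5% DMSO | incubation = enzyme reaction for 50 min at room temperature, dark | measured by = FRET, CFP and YFP emission | controls = no-enzyme low, enzyme-DMSO high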
An asterisk follows results filed as active; i = inactive; x = no result given.

SMILES | SENP6 inh | HKDC1 inhibitor | SENP8 block-1 | NLRP3 yeast inh | SENP7 inh | Apaf-1 inh | PfG6PD inh | SENP8 block-2 | SENP1 inh
O=C(O)c1cccc(NS(=O)(=O)c2ccc3c(c2)OCCCO3)c1 | -4 | 2 | 4 | 4 | 12 | -2 | -42 | 7 | 0
O=C(CCCN1C(=O)c2cccc3cccc(c23)C1=O)N1CCN(c2ccccc2O)CC1 | -3 | 6 | -3 | 7 | -1 | 17 | -2 | -133 | -2
CC(=O)c1ccc(S(=O)(=O)N(C)CCCC(=O)NCc2ccc3c(c2)OCO3)cc1 | 0 | -3 | -13 | 23 | 4 | 15 | 3 | -12 | 0
Cc1ccc(CCNC(=O)C2CCCN(S(=O)(=O)N3CC(C)CC(C)C3)C2)cc1 (stereo not drawn) | -6 | -1 | -5 | 16 | 10 | 2 | 10 | 3 | 2
CCOC(=O)Cc1csc(NC(=O)CSc2nnnn2-c2ccc(C)c(C)c2)n1 | -25 | -1 | -6 | 16 | -1 | 23 | 1 | 11 | 2
CCCc1ccc2oc(C(=O)NCCN3CCCC(C(N)=O)C3)c(C)c2c1 (stereo not drawn) | 3 | 1 | -3 | 10 | 5 | 1 | -12 | 15 | -1
COCCNC(=O)CSc1nc2cc(OC)c(OC)cc2c(=O)n1CCC1=CCCCC1 | x | 7 | x | x | x | x | -4 | 25 | 0
O=C(Nc1ccc2ncccc2c1)c1cccc(Br)c1 | 53* | 0 | 29 | 45 | 22 | 15 | 15 | 7 | 2
CS(=O)(=O)Nc1ccc(C2=NN(S(=O)(=O)c3ccccc3)C(c3cccs3)C2)cc1 (stereo not drawn) | -2 | -10 | 2 | 27 | 1 | 13 | -7 | 5 | -28
CN(C(=O)CS(=O)(=O)c1cccc(Cl)c1)c1ccccc1 | 4 | -3 | -13 | 16 | 1 | 1 | -14 | 16 | -1
CCCc1cc(C(=O)Nc2ccc(CC)cc2)no1 | 0 | 1 | -14 | 14 | -15 | 9 | 2 | -2 | 0
COc1ccc(NC(=O)/C(=C\c2ccco2)NC(=O)c2ccco2)cc1 | 7 | 2 | 4 | 8 | -1 | -2 | 2 | 16 | -8
NS(=O)(=O)c1ccc(NC(=O)COC(=O)C2CC2)cc1 | 20 | -3 | 4 | 4 | -1 | -7 | 3 | 6 | 0
CC(C)(C)C(=O)Nc1nnc(SCC(=O)NCc2ccco2)s1 | -12 | -12 | -6 | 3 | -5 | -3 | -5 | 8 | 0
O=C1C=C(C2CCCCC2)C(=O)c2ccccc21 | x | 13 | x | x | x | x | -22 | i | 2

Compound profiles, as listed above.
CC(=O)c1ccc(S(=O)(=O)N(C)CCCC(=O)NCc2ccc3c(c2)OCO3)cc1 is entered as SENP6 inh = 0; HKDC1 inhibitor = -3; SENP8 block-1 = -13; NLRP3 yeast inh = 23; SENP7 inh = 4; Apaf-1 inh = 15; PfG6PD inh = 3; SENP8 block-2 = -12; SENP1 inh = 0
CS(=O)(=O)Nc1ccc(C2=NN(S(=O)(=O)c3ccccc3)C(c3cccs3)C2)cc1 (stereo not drawn) is entered as SENP6 inh = -2; HKDC1 inhibitor = -10; SENP8 block-1 = 2; NLRP3 yeast inh = 27; SENP7 inh = 1; Apaf-1 inh = 13; PfG6PD inh = -7; SENP8 block-2 = 5; SENP1 inh = -28

The list goes on:
SMILES | SENP6 inh | HKDC1 inhibitor | SENP8 block-1 | NLRP3 yeast inh | SENP7 inh | Apaf-1 inh | PfG6PD inh | SENP8 block-2 | SENP1 inh
CC(C)C[C@H](NC(=O)c1[nH]cnc1C(=O)N[C@H](C)c1ccccc1)C(=O)OCc1ccccc1 | -18 | -5 | -6 | 12 | 9 | 32 | 27 | 7 | 1
CCCCCCCCN1C(=O)C(O)=C(C(C)=O)C1c1ccccn1 (stereo not drawn) | -30 | 1 | -16 | 20 | -7 | 9 | -5 | 4 | -1
COC(=O)c1c(-c2c(Cl)cccc2Cl)noc1NC(=O)NN1CCOCC1 | 4 | -5 | 0 | 1 | 7 | -5 | 23 | 13 | 2
CCC(C)N1CCN(S(=O)(=O)c2ccc3ccccc3c2)CC1 (stereo not drawn) | -18 | -3 | 0 | 30 | -8 | 7 | -4 | 22 | 1
OC1(CNCc2ccccc2)C2CC3CC(C2)CC1C3 (stereo not drawn) | 0 | -6 | -1 | 2 | 6 | -9 | -3 | 24 | -1
Cc1nn(Cc2ccc(F)cc2)c(C)c1NC(=O)c1cc(-c2ccc3c(c2)OCO3)on1 | -4 | 5 | -9 | -5 | 0 | 13 | -22 | x | x
Cc1ccc(CCCOC(=O)CN2CCCCC2)cc1 | -5 | 0 | -12 | 19 | -4 | 8 | -5 | -1 | 3
COc1ccc(NC(=S)N(CCCN2CCOCC2)C(C)c2cc3ccccc3o2)cc1 (stereo not drawn) | -6 | -2 | 2 | 10 | 4 | 0 | 0 | 16 | 5
C[C@@H](C(=O)Nc1ccccc1N1CCOCC1)N1C(=O)C2CC=CCC2C1=O (stereo partly drawn) | -27 | -1 | -10 | 4 | -10 | 11 | 19 | 33 | -2
COc1cc(C(C)=O)ccc1OCc1cc(C(=O)N(C)CCC2CCCCO2)no1 (stereo not drawn) | 20 | -5 | 2 | 13 | 7 | -7 | -2 | 15 | -1
C=CCn1c(-c2csc3ccccc23)n[nH]c1=S | 10 | -5 | 0 | 27 | -6 | -10 | 20 | -12 | -2
O=C(CCN1C(=O)c2ccccc2C1=O)NC(=S)Nc1cccc(Cl)c1 | -4 | -1 | -1 | 26 | -2 | 27 | -6 | 20 | 4
CCOC(=O)C1=C(c2ccccc2)N=C2SCC(=O)N2C1c1ccc2c(c1)OCO2 (stereo not drawn) | 1 | 0 | -1 | 2 | -2 | 20 | -6 | 18 | 1
O=C(CSc1nc(=O)n(CCN2CCOCC2)c2c1CCC2)Nc1ccc(OC(F)(F)F)cc1 | -1 | -1 | -8 | 4 | 7 | 13 | 17 | 4 | 0
CC(=O)N1CCOCCOCCOCC1 | -35 | -2 | 0 | 0 | 1 | -15 | -3 | 10 | 1
CCC(C(=O)Nc1cc(OC)c(NC(=O)c2ccccc2)cc1OC)c1ccccc1 (stereo not drawn) | 5 | 9 | 4 | 22 | -11 | -1 | 7 | -3 | -6
CCOc1nc(NC(=O)NS(=O)(=O)Oc2cccc(Cl)c2)nc(-c2ccccc2)n1 | x | -8 | x | x | x | x | -7 | 5 | 0
COc1ccc(CCN2CCCn3c2nc2c3c(=O)[nH]c(=O)n2C)cc1OC | -14 | 1 | -9 | 13 | -6 | 8 | -10 | 28 | 2
O=C(CCC(=O)N(CC(=O)NC1CCCC1)Cc1ccccc1Cl)Nc1nccs1 | -21 | -7 | -8 | 13 | -7 | 6 | 0 | 8 | 2
COC(=O)c1cc2c(ccc3ccccc32)oc1=O | -10 | 13 | -6 | -12 | -4 | 7 | -6 | -416 | -34
COc1ccc(OC)c(NC(=O)CSc2nnnn2C)c1 | -10 | -9 | -7 | 8 | -2 | -12 | -5 | 8 | 3
COc1cccc(C(=O)Nc2cc(S(=O)(=O)N3CCOCC3)ccc2N2CCOCC2)c1 | x | -7 | x | x | x | x | -2 | 14 | 1
O=S(=O)(c1ccc(NC(=S)NCc2ccco2)cc1)N1CCCCC1 | -7 | 2 | -5 | 10 | 6 | -2 | 9 | 16 | -3
CCOC(=O)c1c(-c2ccccc2)csc1NC(=S)NC | 5 | 7 | 2 | 39 | -3 | 9 | -11 | 9 | 1
CCOC(=O)Cc1csc(NC(=O)CSc2ncnc3c2cnn3-c2ccccc2Cl)n1 | x | -1 | x | x | x | x | -1 | -1 | -2
COC(=O)c1cccc(Cn2nnc3ccccc3c2=O)c1 | -7 | -6 | -12 | 10 | -7 | 3 | 3 | 17 | -1
Nn1c(SC/C=C/c2ccccc2)nnc1-c1ccco1 | -14 | -6 | -8 | 12 | -4 | -21 | -5 | 4 | 0
COc1ccccc1NC(=O)c1ccc(CN(c2cc(Cl)ccc2C)S(=O)(=O)c2ccccc2)cc1 | 5 | -6 | 0 | 6 | 1 | 11 | 22 | 22 | -3
O=C(C[n+]1cc(-c2ccccc2)n2c1CCCCC2)c1ccc(Cl)cc1 | -12 | -11 | -14 | 3 | -8 | 2 | -4 | 15 | 2
CCOC(=O)c1c(C)[nH]c(C)c1C(=O)COC(=O)CCc1ccccc1 | 16 | -1 | -3 | 1 | 6 | -3 | 14 | 10 | 1
NS(=O)(=O)c1ccc(CCNC(=O)CN2C(=O)c3ccccc3S2(=O)=O)cc1 | -8 | -1 | -3 | 4 | -7 | -1 | -2 | 31 | 3
Cc1ccc(C)c(CN2C(=O)COc3ccc(C(=O)c4ccccc4C(=O)O)cc32)c1 | -2 | 4 | -5 | 3 | 4 | 17 | 61* | 1 | 0
COc1cccc(NC(=O)c2nnn(Cc3ccc(Br)cc3F)c2N)c1 | 2 | -5 | -2 | 28 | -7 | 0 | 11 | 8 | 2
CSC[C@H](NC(=O)COc1cc2c(c3oc(=O)cc(C)c13)CCC(C)(C)O2)C(=O)O | -10 | 4 | 3 | 9 | -1 | -6 | 12 | -274 | 3
C=CC#CC1(O)CC(C)[N+](C)(C)CC1C (stereo not drawn) | 1 | -7 | 6 | 7 | 5 | 0 | 3 | 4 | 1
COCc1c(C(=O)Nc2nc(C)cs2)oc2ccccc12 | 1 | 10 | -10 | -27 | -2 | 10 | 3 | -32 | 2
O=C1CN(C(=O)c2cccc(Br)c2)c2ccccc2N1 | -13 | 1 | -5 | 6 | 4 | 13 | 16 | -5 | 1
O=C(CCOc1ccccc1)Nc1ccnn1C1CCN(Cc2ccc(F)cc2)CC1 | 3 | 4 | -4 | 10 | 9 | 13 | -21 | -5 | 2
Cc1cc(-c2ccccc2)n(-c2ccc(C(N)=O)cc2)n1 | -1 | -4 | 0 | 22 | -1 | 3 | 0 | 18 | 4
COc1ccc(N2CCN(C(=O)c3ccc(CNS(=O)(=O)c4cc(C)ccc4C)cc3)CC2)cc1 | 10 | -2 | -6 | 19 | -6 | 12 | 6 | 8 | 1
COc1ccc(C(=O)NCc2nnc(SCC(=O)Nc3ccccc3F)o2)cc1 | -6 | -7 | 0 | 7 | -6 | 4 | 5 | 10 | 0
CCOc1cc(/C=N/n2nnnc2N)ccc1OCc1c(C)no[n+]1[O-] | -3 | -8 | -4 | -1 | 4 | 1 | -6 | -71 | -4
CCC(=O)N1CCc2cc(Br)cc(S(=O)(=O)NCCCN(C)Cc3ccccc3)c21 | -20 | -4 | 0 | 15 | 5 | 13 | -9 | 2 | 0
CN(CC1COc2ccccc2O1)C(=S)Nc1ccccc1 (stereo not drawn) | -8 | 0 | -9 | 24 | -6 | -1 | -12 | 20 | 2
O=C(c1ccco1)N1CCN(c2ncnc3c2[nH]c2ccccc23)CC1 | -25 | x | -1 | -7 | -7 | 6 | x | x | x
CC(=O)c1ccc(NC(=S)N2CCN(c3ccccn3)CC2)cc1 | 5 | 2 | 5 | 13 | 11 | 4 | 2 | 7 | -2
O=C(Nc1ccccc1)Nc1ccc(O)c2ccccc12 | 35 | 20 | 9 | 22 | 5 | 44* | 56 | x | x
CC1CCCN(C(=O)CN(C)S(=O)(=O)c2cccc3nsnc23)C1 (stereo not drawn) | -17 | -8 | 2 | 15 | 3 | -5 | 12 | 13 | 4
